Vif-A3G inh – blocks the Vif interaction with human APOBEC3G; Q9HC16; HeLa A3G-eYFP + Vif (tagged APOBEC3G with the HIV-1 protein that degrades it), YFP fluorescence, overnight; Potency, µM (titrated, usually from 46.1 µM), without a hit: top-dose activity, negative = active, hits mostly inhibitors; actives 0.076% (n = 410,000);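 also: potency is read from the fitted curve at half-maximal effect; % is scaled to controls: 0 for no effect and ±100 for the full control effect; nearly all actives have a fitted effect of over 60% in size; hits raise eYFP signal because A3G escapes Vif-driven loss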
Target sequence (Q9HC16 whole entry, looked up): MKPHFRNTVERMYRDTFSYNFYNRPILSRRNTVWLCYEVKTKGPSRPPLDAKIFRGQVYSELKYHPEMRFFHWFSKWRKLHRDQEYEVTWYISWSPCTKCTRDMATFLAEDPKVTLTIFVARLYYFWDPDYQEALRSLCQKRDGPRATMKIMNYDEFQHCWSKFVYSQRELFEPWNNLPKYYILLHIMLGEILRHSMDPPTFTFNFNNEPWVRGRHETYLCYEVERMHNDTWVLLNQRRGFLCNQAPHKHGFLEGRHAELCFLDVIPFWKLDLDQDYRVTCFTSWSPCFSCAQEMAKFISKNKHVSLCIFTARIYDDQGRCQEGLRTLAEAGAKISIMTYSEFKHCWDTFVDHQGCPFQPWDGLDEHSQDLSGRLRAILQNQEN
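Read-out is eYFP fluorescence (Ex 488/Em 500-530) from Vif-expressing HeLa A3G-eYFP cells; more signal means A3G escaped Vif-mediated degradation. Cells plated overnight, compound pinned in, incubated overnight at 37 deg C.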
RGS4 inhibitor – human RGS4 inhibition | P49798 | actives 0.039% (n = 390,000) | Transcreener GDP fluorescence polarization, RGS4-accelerated GTP hydrolysis | Potency, µM (titrated, usually from 114 µM), inactives show at the highest dose activity change, negative = inhibition, usual class: inhibitors | AID 504845; also: potency is read from the fitted curve at half-maximal effect; % is scaled to controls: 0 for no effect and ±100 for the full control effect; nearly all actives have a fitted effect of over 75% in size; some results filed as inactive show a strong effect at the top dose
Target sequence (P49798 whole entry, looked up): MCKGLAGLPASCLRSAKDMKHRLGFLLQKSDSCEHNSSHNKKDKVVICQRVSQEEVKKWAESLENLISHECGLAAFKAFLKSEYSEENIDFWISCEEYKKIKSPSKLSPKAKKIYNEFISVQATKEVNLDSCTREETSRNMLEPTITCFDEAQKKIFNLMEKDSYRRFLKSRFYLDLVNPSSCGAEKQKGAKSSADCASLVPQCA
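MLSMR compounds (23 nl, pin-transferred) preincubated 10 min at room temperature with a 500nM (2x) first reagent, then RGS4 at 900nM (2x) plus Transcreener GDP mix added; fluorescence polarization (620/688 nm) read before and after 90 min at 30 °C.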
Vif-A3F inh – inhibitors of Vif-A3F interaction; Potency, µM (series often up to 46.1 µM), without a hit: at the top dose activity, negative = active; HeLa A3F-eYFP + Vif (tagged APOBEC3F with the HIV-1 protein that degrades it), YFP fluorescence increase; AID 602313; actives 0.2% (n = 390,000); also: potency is read from the fitted curve at half-maximal effect; % of control where 0% means no effect; nearly all actives have a fitted effect of over 65% in size
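HeLa cells stably expressing Vif plus C-terminally eYFP-tagged A3F were seeded, incubated overnight at 37 deg C, dosed with compound, incubated overnight again at 37 deg C. Yellow fluorescence (Ex 488/Em 500-530) reported blocked Vif-mediated A3F-eYFP degradation.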
LDHA inh – inhibitors of human lactate dehydrogenase A; AID 1347041; purified LDHA, NADH/diaphorase-resazurin fluorescence; hits give low values; activity change, % (values are at about 110 or 230 µM); P00338; actives 0.15% (n = 480,000); in the data active = activity change below about -30%; inconclusive = mostly about -25% to -30%;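 also: plate controls were DMSO wells for no effect and wells without enzyme for full effect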
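Remaining NADH was detected by diaphorase (0.133 mg/mL) converting 37 µM resazurin to fluorescent resorufin, read at 0 and 20 minutes. The preceding 5-minute room-temperature reaction used 2 nM LDHA, 0.2 mM sodium pyruvate and 0.06 mM NADH at pH 7.4.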
TrxR1 inh – blocks rat thioredoxin reductase 1; O89049; recombinant rTrxR1, NADPH fluorescence consumption, selenite substrate; Potency, µM (highest dose often 114 µM), for inactives: top-dose activity change, negative = inhibition, most hits filed as inhibitors; actives 1% (n = 390,000); AID 588453; also: potency is read from the fitted curve at half-maximal effect; % is scaled to controls: 0 for no effect and ±100 for the full control effect; nearly all actives have a fitted effect of over 65% in size
Target sequence (O89049 whole entry, looked up): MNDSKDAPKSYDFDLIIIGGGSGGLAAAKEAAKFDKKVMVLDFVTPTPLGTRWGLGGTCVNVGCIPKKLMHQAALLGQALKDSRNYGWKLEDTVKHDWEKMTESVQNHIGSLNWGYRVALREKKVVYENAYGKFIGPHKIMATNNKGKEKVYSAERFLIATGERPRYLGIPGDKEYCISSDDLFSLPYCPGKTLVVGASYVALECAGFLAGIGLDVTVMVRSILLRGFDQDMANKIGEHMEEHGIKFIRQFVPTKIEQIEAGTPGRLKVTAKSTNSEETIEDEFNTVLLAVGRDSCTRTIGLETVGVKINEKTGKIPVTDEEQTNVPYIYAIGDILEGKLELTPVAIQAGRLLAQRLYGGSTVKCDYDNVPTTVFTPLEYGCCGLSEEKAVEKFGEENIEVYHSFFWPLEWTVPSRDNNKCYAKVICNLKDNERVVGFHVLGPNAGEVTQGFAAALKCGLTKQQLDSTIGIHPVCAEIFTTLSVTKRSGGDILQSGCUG
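Rat TrxR1 (90 nM in the dispensed reagent) was pre-reduced with 400 uM NADPH for 5 min at room temperature, then incubated with compound for 15 min. After 400 uM selenite was added, NADPH fluorescence (Ex 340/Em 450 nm) was followed for 8 min.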
TrxR1 substrate – substrates of rat thioredoxin reductase 1; O89049; AID 588456; purified TrxR1 substrate turnover, NADPH consumption readout; Potency, µM (top dose mostly 114 µM), for inactives: at the highest dose activity change, negative = substrate turnover; actives 0.01% (n = 390,000); also: potency is read from the fitted curve at half-maximal effect; % is scaled to controls: 0 for no effect and ±100 for the full control effect; nearly all actives have a fitted effect of over 50% in size
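Rat TrxR1, dispensed at 90 nM, was prereduced with 400 uM NADPH (final) for 5 min at ~22 deg C, then incubated with compound 15 min before 400 uM selenite. A first-read NADPH fluorescence drop versus no-compound background flagged substrates.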
USP1-UAF1 inh – USP1/UAF1 (human) deubiquitinase inhibition. actives 0.23% (n = 390,000). O94782. Potency, µM (titrated, usually from 57.1 µM), inactives show top-dose activity change, negative = inhibition, hits mostly inhibitors. recombinant USP1/UAF1, Ub-Rhodamine cleavage fluorescence; also: potency is read from the fitted curve at half-maximal effect; % is scaled to controls: 0 for no effect and ±100 for the full control effect; nearly all actives have a fitted effect of over 60% in size; inactives centre near -12
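1 nM enzyme complex + cpd, 15 min RT; start with Ub-Rho 150nM final; kinetic fluorescence ex 480/em 540, 6 reads q60 s. Buffer 50mM HEPES pH 7.8, 0.5mM EDTA, 0.1 mg/ml BSA, 1mM TCEP, 0.01% Tween-20.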
mIDH1 inhibitor – inhibitors of human mutant IDH1 R132H; IDH1-R132H enzyme, NADPH consumption, diaphorase/resazurin fluorescence; Potency, µM (highest dose often 76.6 µM), for the others: at the highest dose activity change, negative = inhibition, hits mostly inhibitors; actives 0.093% (n = 390,000); O75874; also: potency is read from the fitted curve at half-maximal effect; % is scaled to controls: 0 for no effect and ±100 for the full control effect; nearly all actives have a fitted effect of over 65% in size
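IDH1-R132H (0.5 ug/mL dispensed) in pH 7.5 Tris buffer was preincubated 30 min with compound, then given a substrate mix of 0.016 mM NADPH and 2 mM alpha-KG for 80 min at room temperature; remaining NADPH was read by diaphorase/resazurin fluorescence.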
Glioma ERSR ind – induces the endoplasmic reticulum stress response in human glioma cells | U87-MG GRP78 promoter luciferase reporter, 16 h | Potency, µM, inactives show at the top dose activation, hits mostly activators | actives 0.02% (n = 420,000) | AID 602332; also: potency is read from the fitted curve at half-maximal effect; series mostly up to about 76 µM; % of control where 0% means no effect; nearly all actives have a fitted effect of over 35% in size
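Stably transfected U87-MG glioma cells carrying a GRP78-based luciferase sensor; 16 h compound incubation. Luminescence end-point read 10 min after Bright-Glo addition at room temperature.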
Active calls of the source: *; & = joins results of further samples; [ ] = another dose, or the depositor's remark. Unless noted, calls follow the shape of the dose curve; as a rule, active = well fitted curve in the direction sought with a large enough effect; inconclusive = small, poorly fitted or top-dose-only effect, or another doubt; inactive = no such curve, though single readings can be large; an effect the other way counts as inactive or inconclusive.

COc1ccc(C2CC(=O)Oc3c(C(C)C)ccc(C)c32)cc1 (stereo unspecified) was read as Vif-A3G inh -17%, RGS4 inhibitor 23%, Vif-A3F inh 5%, LDHA inh 2, TrxR1 inh 9%, TrxR1 substrate -4%, USP1-UAF1 inh -6%, mIDH1 inhibitor 1% and Glioma ERSR ind -3%&-6%.
`CCCC(=O)Nc1nnc(S(=O)(=O)N2CCCCCC2)s1` gave Vif-A3G inh 0%&3%, RGS4 inhibitor 8%&-3%, Vif-A3F inh -13%&-12%, LDHA inh -8&1, TrxR1 inh 20%&8%, TrxR1 substrate 7%&-10%, USP1-UAF1 inh inconclusive, mIDH1 inhibitor -1%&1% and Glioma ERSR ind -4%&-3%.
For COc1ccc(C)cc1NC(=O)C1CC1c1ccccc1 (stereo unspecified) the results were Vif-A3G inh -9%, RGS4 inhibitor 19%, Vif-A3F inh -13%, LDHA inh -4, TrxR1 inh -5%[57.1 µM], TrxR1 substrate -3%[57.1 µM], USP1-UAF1 inh -7%, mIDH1 inhibitor 6% and Glioma ERSR ind -1%.
Cc1nn(S(=O)(=O)c2cccc([N+](=O)[O-])c2)c(C)c1Br was read as Vif-A3G inh 2%, RGS4 inhibitor inconclusive, Vif-A3F inh 1%, LDHA inh -3, TrxR1 inh 3%[57.1 µM], TrxR1 substrate 7%, USP1-UAF1 inh -17%, mIDH1 inhibitor -4% and Glioma ERSR ind -5%.
`C=C(C)c1cccc(C(C)(C)NC(=O)NC2CCCC2)c1` gave Vif-A3G inh -1%, RGS4 inhibitor 0%, Vif-A3F inh 4%, LDHA inh -1, TrxR1 inh 2%, TrxR1 substrate -1%, USP1-UAF1 inh -22%, mIDH1 inhibitor 6% and Glioma ERSR ind -4%.
O=c1[nH]c(NCc2ccco2)nnc1Cc1ccccc1Cl was read as Vif-A3G inh 13µM*, RGS4 inhibitor -13%, LDHA inh -16, TrxR1 inh 31%[activator], TrxR1 substrate 13%, USP1-UAF1 inh -6%, mIDH1 inhibitor 2% and Glioma ERSR ind -5%.
O=C(O)C1CC(=O)N(c2ccc(OCc3ccc(Br)cc3)cc2)C1 (stereo unspecified) was read as Vif-A3G inh 5%, RGS4 inhibitor 20%, Vif-A3F inh -1%, LDHA inh -5, TrxR1 inh 5%, TrxR1 substrate 0%, USP1-UAF1 inh -7%, mIDH1 inhibitor -9% and Glioma ERSR ind -5%.
`CCn1c(=O)c2cc(S(=O)(=O)NCCOc3ccccc3)ccc2n(CC)c1=O` gave Vif-A3G inh 2%, RGS4 inhibitor 19%, Vif-A3F inh 1%, LDHA inh -8, TrxR1 inh 10%[57.1 µM], TrxR1 substrate 5%[57.1 µM], USP1-UAF1 inh -16%, mIDH1 inhibitor 17% and Glioma ERSR ind -3%.
Screening O=C(CSC(=S)N1CCOCC1)c1ccccc1 returned Vif-A3G inh 1%, RGS4 inhibitor 1%, Vif-A3F inh 2%, LDHA inh -2, TrxR1 inh 14%, TrxR1 substrate 2%, USP1-UAF1 inh -19%, mIDH1 inhibitor 1% and Glioma ERSR ind -11%.
`Cc1ccc(S(=O)(=O)c2ccc(Cl)cc2)cc1S(N)(=O)=O` gave Vif-A3G inh 4%, RGS4 inhibitor 15%, Vif-A3F inh 2%, LDHA inh -6, TrxR1 inh 33%, TrxR1 substrate 0%, USP1-UAF1 inh -11%, mIDH1 inhibitor 1% and Glioma ERSR ind -6%.
Screening COc1ccc(S(=O)(=O)N2CCCCCC2)cc1C(=O)N1CCN(c2ccccc2O)CC1 returned Vif-A3G inh -1%, RGS4 inhibitor -6%, Vif-A3F inh -1%, LDHA inh 1, TrxR1 inh 12%, TrxR1 substrate 3%, USP1-UAF1 inh inconclusive, mIDH1 inhibitor 3% and Glioma ERSR ind -1%.
Screening Cc1cc(OCCCCCNCCO)ccc1Cl returned Vif-A3G inh 2%, RGS4 inhibitor -25%, Vif-A3F inh -15%, LDHA inh 2, TrxR1 inh -13%, TrxR1 substrate 3%, USP1-UAF1 inh -3%, mIDH1 inhibitor 7% and Glioma ERSR ind 1%.
Screening Cn1cc(CN2CCC(C(O)c3cccs3)CC2)c(-c2cccc(Cl)c2)n1 (stereo unspecified) returned Vif-A3G inh 3%, RGS4 inhibitor 4%, Vif-A3F inh 0%, LDHA inh -5, TrxR1 inh 23%, TrxR1 substrate 10%, USP1-UAF1 inh -26%, mIDH1 inhibitor 1% and Glioma ERSR ind -2%.
Cn1nnnc1SCc1ccc(C(=O)Nc2ccc(Br)cc2)cc1 was read as Vif-A3G inh -5%, RGS4 inhibitor -42%, Vif-A3F inh -12%, LDHA inh -22, TrxR1 inh -3%, TrxR1 substrate -9%, USP1-UAF1 inh 0%, mIDH1 inhibitor -1% and Glioma ERSR ind 4%.
For COc1ccc(C2SCCN2S(=O)(=O)c2ccc(NC(C)=O)cc2)cc1 (stereo unspecified) the results were Vif-A3G inh -3%, RGS4 inhibitor -16%, Vif-A3F inh 1%, LDHA inh -6, TrxR1 inh 13%, TrxR1 substrate -8%, USP1-UAF1 inh -8%, mIDH1 inhibitor -5% and Glioma ERSR ind -5%.
`Cc1ccccc1N=C1NN=C(c2ccccc2F)CS1` gave Vif-A3G inh 2%, RGS4 inhibitor 18%[11.4 µM], Vif-A3F inh inconclusive, LDHA inh -14, TrxR1 inh 6%, TrxR1 substrate -3%, USP1-UAF1 inh -21%, mIDH1 inhibitor inconclusive and Glioma ERSR ind -8%.
`Cc1ccc(NC(=O)COC(=O)Cc2cccs2)c(Br)c1` gave Vif-A3G inh -8%, RGS4 inhibitor -1%, Vif-A3F inh -14%, LDHA inh -1, TrxR1 inh -2%, TrxR1 substrate -5%, USP1-UAF1 inh -22%, mIDH1 inhibitor 0% and Glioma ERSR ind 0%.
For Cc1ccc(CNc2ccc(-c3nc(-c4cccnc4)no3)cc2[N+](=O)[O-])cc1 the results were Vif-A3G inh 6%, RGS4 inhibitor 10%, Vif-A3F inh -6%, LDHA inh -5, TrxR1 inh 8%, TrxR1 substrate -4%, USP1-UAF1 inh -21%, mIDH1 inhibitor 14% and Glioma ERSR ind 0%.
`C=CCN1N=C(/C=C/c2ccc(C)cc2)CCC1=O` gave Vif-A3G inh -7%, RGS4 inhibitor 15%, Vif-A3F inh -9%, LDHA inh -4, TrxR1 inh 9%[57.1 µM], TrxR1 substrate 0%[57.1 µM], USP1-UAF1 inh 1%, mIDH1 inhibitor 13% and Glioma ERSR ind 6%.
Screening CCC(C)N(C(=O)COc1ccccc1C#N)C1CCS(=O)(=O)C1 (stereo unspecified) returned Vif-A3G inh 2%, RGS4 inhibitor 0%, Vif-A3F inh 8%, LDHA inh 0, TrxR1 inh 3%, TrxR1 substrate 1%, USP1-UAF1 inh -21%, mIDH1 inhibitor 1% and Glioma ERSR ind -5%.
`COc1ccc(C(=O)NNC(=O)C(=O)N2CCCCC2)cc1OC` gave Vif-A3G inh -4%, RGS4 inhibitor -22%, Vif-A3F inh -5%, LDHA inh -1, TrxR1 inh -1%, TrxR1 substrate -5%, USP1-UAF1 inh -20%, mIDH1 inhibitor 3% and Glioma ERSR ind 0%.
CCOc1ccccc1NC(=O)COc1ccc2c(c1)OCO2 was read as Vif-A3G inh -6%, RGS4 inhibitor 9%, Vif-A3F inh -8%, LDHA inh 0, TrxR1 inh 17%, TrxR1 substrate 2%, USP1-UAF1 inh inconclusive, mIDH1 inhibitor -2% and Glioma ERSR ind 3%.
CCn1c(C(=O)NCCc2ccc(S(N)(=O)=O)cc2)cc2sc(Cl)cc21 was read as Vif-A3G inh -9%, RGS4 inhibitor 5%, Vif-A3F inh 0%, LDHA inh -5, TrxR1 inh -8%, TrxR1 substrate -2%, USP1-UAF1 inh 11%, mIDH1 inhibitor 0% and Glioma ERSR ind -6%.
`CCOc1ccc(Cl)cc1S(=O)(=O)n1nnc2ccccc21` gave Vif-A3G inh -7%, RGS4 inhibitor -39%[11.4 µM], Vif-A3F inh 3%, LDHA inh -4, TrxR1 inh 5%[57.1 µM], TrxR1 substrate 0%, USP1-UAF1 inh -20%, mIDH1 inhibitor 0% and Glioma ERSR ind -6%.
Screening Cc1cccc(/C=N\N=C\c2cccc(C)c2)c1 returned Vif-A3G inh -3%, RGS4 inhibitor -7%, Vif-A3F inh 5%, LDHA inh -1, TrxR1 inh 16%[57.1 µM], TrxR1 substrate 6%[57.1 µM], USP1-UAF1 inh -18%, mIDH1 inhibitor 7% and Glioma ERSR ind 5%.
For CCC(C)c1c(O)nc(SCC(=O)c2ccccc2)[nH]c1=O (stereo unspecified) the results were Vif-A3G inh 1%, RGS4 inhibitor -12%, Vif-A3F inh -8%, LDHA inh -1, TrxR1 inh 23%, TrxR1 substrate 4%, USP1-UAF1 inh -11%, mIDH1 inhibitor 6% and Glioma ERSR ind 5%.

This is a subset (hit frequency here may not be typical).
